Source: PubChem
EBI2 antag = EBI2 receptor antagonists, beta-arrestin recruitment, primary screen, cell-based, luminescence, 7a,25-OHC stimulation, uHTS. inhibition, % at 5 µM. 7a,25-OHC stimulated. 0.81% of 360,000 active. G-protein coupled receptor 183 (Homo sapiens), P32249; in the data active means inhibition above about 38%;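 further: enzyme fragment complementation signal reports receptor beta-arrestin coupling in cells; 0% = agonist plus DMSO wells and 100% = wells without agonist; some results beyond the cut were filed as inactive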
CCR6 antag = CCR6 receptor antagonists, primary screen, cell-based, CHO-K1, luminescence, beta-arrestin, uHTS. C-C chemokine receptor type 6 (Homo sapiens), P51684. CHO-K1 CCR6 PathHunter beta-arrestin, CCL20-stimulated. inhibition, % at 20 µM. 0.49% of 340,000 active;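 active means compounds whose inhibition of the agonist-driven luminescence signal at 20 µM reaches about 50%, limit read from the data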;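 further: cells stimulated with CCL20 at 14 nM final; plate controls were DMSO with CCL20 for no effect and DMSO without agonist for full effect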
CXCR6 inh = CXCR6 receptor inhibitors, primary screen, cell-based, beta-arrestin, luminescence, CHO-K1 PathHunter, 1536-well. C-X-C chemokine receptor type 6 (Homo sapiens), O00574. inhibition, % at 20 µM. 0.36% of 360,000 active; in the data active means inhibition above about 34%, passing the limit was not always enough;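 further: antagonist mode with CXCL16 agonist at 10 nM final; 0% = 10 nM CXCL16 with DMSO and 100% = unstimulated wells without agonist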
Active calls of the source: *. Not all compounds are listed (hit frequency here may not be typical).

1	Cc1cccc(CC(c2cccc(C)c2)N(C)C)c1 (stereo not given)
2	CN1[C@@H]2CCC[C@H]1CC(=O)C2
3	CCC1(Cc2ccccc2)C(=O)NC(=S)N(C)C1=O (stereo not given)
4	COc1c(O)cc2c(c1OC)-c1ccc(OC)c(=O)cc1C(NC(C)=O)CC2 (stereo not given)
5	Nc1cccc2c1Cc1cc([N+](=O)[O-])ccc1-2
6	CC12CCC(=O)C=C1CC(O)C1C2CCC2(C)C1CCC2(C)O (stereo not given)
7	O=C1NC(=O)C(=Cc2ccccc2Oc2ccc(F)cc2)C(=O)N1
8	CC12CCC3c4ccc(OP(=O)(N5CC5)N5CC5)cc4CCC3C1CCC2=O (stereo not given)
Screen / compound no.	1	2	3	4	5	6	7	8
EBI2 antag	-0.1	0.0	-11.1	-4.4	-20.7	1.3	-18.1	-0.7
CCR6 antag	8.0	-6.1	4.9	9.2	4.1	4.6	-1.8	16.3
CXCR6 inh	0.1	1.8	-0.2	-2.7	-12.2	-2.7	-10.2	-3.2

Reformatted: 3 of the compounds above
6	CC12CCC(=O)C=C1CC(O)C1C2CCC2(C)C1CCC2(C)O (stereo not given)
  EBI2 antag: 1.3; CCR6 antag: 4.6; CXCR6 inh: -2.7

7	O=C1NC(=O)C(=Cc2ccccc2Oc2ccc(F)cc2)C(=O)N1
  EBI2 antag: -18.1; CCR6 antag: -1.8; CXCR6 inh: -10.2

8	CC12CCC3c4ccc(OP(=O)(N5CC5)N5CC5)cc4CCC3C1CCC2=O (stereo not given)
  EBI2 antag: -0.7; CCR6 antag: 16.3; CXCR6 inh: -3.2

Entries by screen from the list:
EBI2 antag, nos. 1 to 7: -0.1, 0.0, -11.1, -4.4, -20.7, 1.3, -18.1
CXCR6 inh, nos. 1 to 7: 0.1, 1.8, -0.2, -2.7, -12.2, -2.7, -10.2

Further results.
9	COc1ccccc1N1CCNCC1
10	N#CC(=C(O)c1ccc(S(=O)(=O)N(CCCl)CCCl)cc1)c1nc2ccccc2[nH]1
11	CCOC(=O)[C@]12Cc3cc(C)ccc3[C@H]1N(Cc1ccccc1)C(=O)c1ccccc12
12	COc1ccc(C(O)(c2ccccc2)c2ccncc2)cc1 (stereo not given)
13	O=c1oc2ccccc2c(O)c1C(c1ccc([N+](=O)[O-])cc1)c1c(O)c2ccccc2oc1=O
14	O=c1[nH]sc2cc(F)ccc12
Screen / compound no.	9	10	11	12	13	14
EBI2 antag	-2.6	3.4	-4.0	-0.4	5.2	4.2
CCR6 antag	1.9	17.2	26.1	6.7	18.9	5.9
CXCR6 inh	-0.6	-0.8	15.8	3.4	13.6	1.0

3 entries already listed, sorted by number of heavy atoms, high to low.
10	N#CC(=C(O)c1ccc(S(=O)(=O)N(CCCl)CCCl)cc1)c1nc2ccccc2[nH]1
9	COc1ccccc1N1CCNCC1
14	O=c1[nH]sc2cc(F)ccc12
Screen / compound no.	10	9	14
EBI2 antag	3.4	-2.6	4.2
CCR6 antag	17.2	1.9	5.9
CXCR6 inh	-0.8	-0.6	1.0
